KB-3-1 tox = kills parental KB-3-1 adenocarcinoma cells; AID 1347075; actives 1.4% (n = 400,000); Potency, µM (top dose mostly 46.1 µM), for inactives: top-dose activity change, negative = cytotoxic, most hits filed as cytotoxic; KB-3-1 viability, CellTiter-Glo ATP luminescence, 72 h; further: potency means the concentration at half of the fitted maximal effect; on the % scale 0 is the no-effect control and ±100 the full control effect; nearly all actives have a fitted effect of over 60% in size
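72 h, 37 °C compound treatment of KB-3-1 parental cells; CellTiter-Glo added, 10 min, luminescence read. Data corrected against DMSO-only plates and normalized before curve fitting.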
IL1B secr inh = blocks inflammasome-driven IL-1 beta release; THP-1 LPS/ATP IL-1B secretion, AlphaLISA, 16 h; stronger effect = lower value; activity change, % at 57.5 µM; actives 4.7% (n = 360,000); AID 743279; in the data active means activity change below about -50%; inconclusive means mostly about -30% to -49%; further: on the % scale 0 is the no-effect control and ±100 the full control effect
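THP-1 cells pretreated 1 hr with compounds (up to 57.5 uM final), then stimulated with LPS (250 ng/mL final) plus ATP (1.25 mM final); secreted IL-1B measured by AlphaLISA after 16 hr, decreased signal indicating inhibition.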
HT1080 IDH1KD tx = HT-1080 IDH1 knockdown cell toxicity (counter line) | HT-1080 IDH1 knockdown viability, ATP luminescence, 48 h | AID 686971 | Potency, µM (highest dose often 46.1 µM), for inactives: at the highest dose activity, negative = toxicity, hits mostly cytotoxic | actives 2% (n = 360,000);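 further: potency means the concentration at half of the fitted maximal effect; 0% = DMSO wells and -100% = cell-free medium wells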
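CellTiter-Glo luminescence after 48 h compound exposure at 37 degrees C of IDH1-knockdown HT-1080 cells in 5% FBS RPMI. %Activity scaled between DMSO wells and cell-free media wells, with curves fitted and assigned curve classes.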
ATXN2 expr inh = reduces ATXN2 reporter expression in HEK-293 cells | HEK-293 ATXN2-luciferase reporter, luminescence, 24 h | Potency, µM (doses to about 57 µM), for inactives: top-dose activity change, negative = inhibition, most hits filed as inhibitors | actives 0.72% (n = 360,000) | AID 1745845; further: potency means the concentration at half of the fitted maximal effect; on the % scale 0 is the no-effect control and ±100 the full control effect; nearly all actives have a fitted effect of over 55% in size
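ATXN2-luciferase reporter cells (luciferase flanked by upstream and downstream ATXN2 gene portions) were treated 24 h at 37 °C with compounds at up to 57 uM. SteadyGlo luminescence gave expression; GF-AFC fluorescence gave viability.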
HepG2 viability = counter-screen for TGF-b inhibitors: cytotoxicity in HepG2 cells. HepG2 CAGA-GFP viability, ATP luminescence, 18 h. Potency, µM (doses to about 46.1 µM), for inactives: at the top dose activity change, negative = cytotoxicity, most hits filed as cytotoxic. actives 0.76% (n = 410,000). AID 588856; further: potency means the concentration at half of the fitted maximal effect; some results filed as inactive show a strong effect at the top dose
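CellTiter-Glo luminescence gave cytotoxicity after 18 hours at 37 degrees C. The cells were HepG2 CAGA-GFP in 1% FBS DMEM, stimulated with 500 pg/mL TGF-beta after compound addition. %Activity was normalised to no-cell wells (complete cell-killing) and DMSO (no toxicity), and curves were fitted and classified.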
MCF10A rereplic = induces DNA re-replication in MCF 10a normal breast cells; actives 2.9% (n = 350,000); Potency, µM (titrated, usually from 46.1 µM), inactives show at the highest dose activity, positive = re-replication, most hits filed as activators; MCF 10A DNA re-replication, Hoechst nuclear intensity, 48 h; further: potency means the concentration at half of the fitted maximal effect; % of control where 0% means no effect; nearly all actives have a fitted effect of over 50% in size
ATXN viability = reduces viability in counter-screen for ATXN expression inhibitors; AID 651635; actives 0.49% (n = 400,000); S2 cells (HEK-293 line with an ATXN2-luciferase reporter) viability, CellTiter-Fluor protease fluorescence, 24 h; Potency, µM (series often up to 56.7 µM), most hits filed as cytotoxic; further: potency means the concentration at half of the fitted maximal effect; nearly all actives have a fitted effect of over 40% in size
HT1080-NT tox = kills 2HG-producing HT-1080-NT fibrosarcoma cells | HT-1080-NT fibrosarcoma viability, CellTiter-Glo ATP luminescence, 48 h | Potency, µM (titrated, usually from 46.1 µM), without a hit: at the top dose activity, negative = less viability, actives largely listed as cytotoxic | actives 1.6% (n = 360,000);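 further: NT is the 2HG producing partner of a matched IDH1 knockdown line; potency means the concentration at half of the fitted maximal effect; 0% = DMSO-treated cells and -100% = media-only wells without cells; nearly all actives have a fitted effect of over 55% in size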
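Luminescent CellTiter-Glo readout after 48 hours of compound exposure at 37 degrees C defined viability of HT-1080-NT cells. Activity was normalized to DMSO wells and cell-free media wells; concentration-response curves were fitted and assigned curve classes.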
SW480 rereplic = DNA re-replication induction in SW480 cells; AID 624297; SW480 DNA re-replication, Hoechst DNA content imaging, 48 h; actives 1.8% (n = 340,000); Potency, µM (highest dose often 46.1 µM), inactives show at the highest dose re-replication activation, hits mostly activators; further: potency means the concentration at half of the fitted maximal effect; % of control where 0% means no effect; nearly all actives have a fitted effect of over 55% in size
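Cells (250 per well) received 23 nL compound or DMSO by pin tool and were kept 48 hr at 37 C, 5% CO2. Nuclei were then stained with Hoechst for 40 min and scanned for DNA content.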
The depositor's hits bear a star; i = inactive; ? = inconclusive; . = not tested or not shown; & = joins results of further samples; [ ] = remark or other dose. Unless noted, the call rests on the fitted dose curve; in most records, active means well fitted curve in the direction sought with a large enough effect; inconclusive means small, poorly fitted or top-dose-only effect, or another doubt; inactive means no such curve, though single readings can be large; an effect the other way counts as inactive or inconclusive. Rows were taken by chance; about 8.9% have a hit in one of these screens.

mol	KB-3-1 tox	SW480 rereplic	IL1B secr inh	HT1080 IDH1KD tx	ATXN viability	ATXN2 expr inh	MCF10A rereplic	HepG2 viability	HT1080-NT tox
O=C1/C(=C/c2cccnc2)SC(=S)N1CCc1ccccc1	10%	-9%	-1	1%	i	-15%	2%	-1%	2%
Cc1cccc2nc(=S)n(C(=O)c3ccco3)n12	-4%	?	-7	?	i	118%[activator]	3%	-26%	?
Cc1sc(NC(=O)c2oc3ccccc3c2C)c(C#N)c1C	19%	2%	23	-8%	i	-3%	18%	1%	20%
COc1ccc(O)c(-c2nc(N)nc(N)n2)c1	?	?	-98*	-10%	i	16%	7.3µM*	-53%	-13%
CCc1c(C)nc(SCC(=O)N2C(C)CCCC2C)[nH]c1=O (configuration not stated)	-17%	-7%	39	-1%	i	39%[activator]	?	-10%	12%
Cc1ccc(-n2c(=O)c3ccc(C(=O)NCc4ccccc4Cl)cc3n(CC(=O)Nc3ccc(C)cc3C)c2=O)cc1	-4%	.	.	.	i	2%	.	-21%	.
CCOC(=O)C1C(c2cccs2)NC(=O)N(C)C1(O)C(F)(F)F (configuration not stated)	11%	3%	23	13%	i	-6%	1%	-38%	22%
CC(C)CN1C(=O)N(c2ccc(Cl)cc2)C(C)(O)CC1(C)C (configuration not stated)	-1%	6%	-1	9%	i	-10%	?	0%	13%
CCc1c(C)c2c(C)nn(-c3ccccc3)c2[nH]c1=O	3%	-6%	37	-1%	.	36%	?	-24%	-14%
COc1ccc([N+](=O)[O-])cc1NC(=O)N(C)Cc1ccco1	2%	11%	-1	7%	i	.	10%	-3%	20%
Cc1cccn2c(=O)c(/C=N/O)c(N3CCOCC3)nc12	1%	5%	19	25%	i	0%[11.3 µM]	-7%	22%	15%
CCOC(=O)CN1CC23C=CC(O2)C(C(=O)NCc2cccs2)C3C1=O (configuration not stated)	21%	-6%	-3	17%	i	2%	-3%	-4%	15%
CCN(CC)CCN(CC)Cc1ccccc1Br	6%	-6%	-4	-13%	i	-5%	12%	1%	4%
Cc1ccc(NC(=O)CC2SC(=NCC3CCCO3)NC2=O)cc1Cl (configuration not stated)	7%	3%	0	11%	i	-9%	1%	2%	-4%
COc1cccc(N2CCN(CC(=O)Nc3ccc(SC(F)F)cc3)CC2)c1	-7%	-1%	-28	-9%	i	-7%	4%	0%	-4%
CSc1ccccc1NC(=O)CSc1nnc(CNC(=O)c2ccccc2F)n1C	2%	-66%[inhibitor]	28	-8%	i	6%	-24%	7%	-12%
O=C(CN1C(=O)COc2ccccc21)NCCCN1CCOCC1	24%	3%	15	9%	i	-4%	-1%	-14%	0%
CCn1c(SCC(=O)NCCc2ccccc2)nc2c([nH]c3ccccc32)c1=O	-21%	13%	81	?	?	-12%	-2%	16%	?
CCOC(=O)C1=C(N)Oc2c(oc(CO)cc2=O)C1c1ccc(Cl)cc1 (configuration not stated)	?	-4%	-19	-6%	i	-2%	12%	-39%	11%
CC1CCCCC1NC(=O)C(Cc1ccccc1)NS(=O)(=O)c1cccs1 (configuration not stated)	8%	?	2	0%	i	-8%	3%	-7%	-7%
CC(C)CNC(=O)C1C2C=CC(C2)C1C(=O)O (configuration not stated)	0%	3%	-24	-4%	i	-2%	7%	3%	0%
O=[n+]1c2c(n([O-])c3cc(F)c(N4CCCC4)cc31)CCCC2	10%	-1%	-20	6%	i	17%	16%	2%	11%
COC(=O)C(Cc1c[nH]c2ccccc12)NC(=O)c1cccc(S(=O)(=O)N2CCCCC2)c1 (configuration not stated)	-19%	7%	?	2%	i	-11%	5%	-62%	-3%
O=C(Nc1cccnc1)c1cc2c(ccc3ccccc32)o1	?	-4%	1	0%	i	17%	12%	13%	-8%
CC(=O)Nc1ccc(NC(=O)C(C)OC(=O)c2cc(S(=O)(=O)N3CCOCC3)ccc2Cl)cc1 (configuration not stated)	-5%	-4%	-2	0%	i	-4%	-1%	-26%	-1%
CCNc1nc(NCC)nc(N(C)n2cnnc2)n1	2%	1%	-1	5%	i	1%	3%	-4%	-5%
CC(=O)c1cccc(S(=O)(=O)N(CCCO)Cc2cc3ccc(C)cc3[nH]c2=O)c1	14%	-21%	-2	11%	i	7%	-8%	-37%	14%
Cc1ccc(N2CCCn3c2cc(C)c(C#N)c3=O)cc1Cl	-1%	-7%	1	1%	i	-8%	1%	0%	-5%
CCOc1cc(C(=O)NCc2nnc(SCC(=O)OC)n2C)cc(OCC)c1OCC	-1%	-2%	-12	18%	?	8%	-1%	2%	17%
O=C(COc1ccccc1Cl)NCCNC(=O)c1ccco1	12%	-17%	5	11%	?	0%	-12%	0%	3%

Other compounds.
mol	KB-3-1 tox	SW480 rereplic	IL1B secr inh	HT1080 IDH1KD tx	ATXN viability	ATXN2 expr inh	MCF10A rereplic	HepG2 viability	HT1080-NT tox
O=S(=O)(/C=C/c1ccccc1)N1CCc2ccccc2C1	-8%	-3%	2	4%	i	-2%	18%	-16%	6%
Cc1cc(NC(=O)Cn2c(=O)nc(-c3ccccc3F)c3cc(Cl)ccc32)ccc1Br	3%	.	.	.	i	15%	.	-11%	.
O=C(Cn1ncc(Cl)c(Cl)c1=O)N1CCOCC1	?	2.9µM*	-99*	13µM*	.	?	3.7µM*	0%	12µM*
Cc1ccc(NC2CCCN(C(=O)CCC3=NNC(=O)CC3)C2)cc1C (configuration not stated)	-6%	14%	0	0%	i	-5%	6%	-15%	2%
Cc1ccc(Cc2nc3ccccc3nc2SCC(=O)N2CCC(C)CC2)cc1	?	.	.	.	?	-27%	.	-12%	.
CN1CCN(c2ccc(CNC(=O)C3Cc4c(-c5cccc(F)c5)ccnc4O3)cc2)CC1 (configuration not stated)	0%	.	?	?	i	2%	.	-30%	?
O=[N+]([O-])c1ccccc1/C=N/NC1=NS(=O)(=O)c2ccccc21	0%	0%	6	13%	i	26%	-3%	-14%	3%
O=C(CSc1nc2nccnc2c(=O)n1Cc1cccs1)Nc1ccccc1F	-15%	-9%	3	-7%	?	-15%	10%	1%	-1%
Cc1cc(C)cc(NC(=S)NC(=O)Cc2ccccc2)c1	0%	10%	36	15%	i	5%	?	-29%	10%
Cc1ccc(C)c(S(=O)(=O)NCC(=O)NCc2ccco2)c1	19%	-33%[inhibitor]	16	0%	i	1%	-5%	19%	3%
COc1ccc(NC(=O)c2cc(C)nc3ccccc23)c(OC)c1	13%	12%	31	26%	?	-10%	-2%	4%	6%
Cc1ccc(N(C)S(=O)(=O)c2cccc(C(=O)Nc3nnc(C4CC4)s3)c2)cc1	-6%	19%[1.84 µM]	-5	10%	i	-9%[2.22 µM]	?	-16%	-4%
Cc1ccc2c(c1)CCCO[C@]21O[C@H](CCO)C[C@H](O)[C@H]1O	0%	.	19	3%	i	3%	.	-8%	13%
c1coc(-c2nc(N=C3N=c4ccccc4=N3)[nH]c2-c2ccco2)c1	-4%	.	25	-29%	i	.	.	-29%	-19%
COc1ccc(C2C(=O)c3ccccc3C2=O)c(OC)c1	0%	-8%	52	0%	i	-25%	2%	0%	0%
COc1ccc(Cl)cc1NC(=O)[C@H]1O[C@@H]2OC(C)(C)O[C@@H]2[C@H]2OC(C)(C)O[C@H]21	0%	.	.	.	i	8%	.	-11%	.
C[C@@H]1CN([C@@H](C)CO)C(=O)CCCn2nncc2CO[C@H]1CN(C)Cc1ccccc1	?	.	22	-2%	i	10%	.	-3%	2%
COc1ccc(C2=NN(C(C)=O)CC2c2cccc([N+](=O)[O-])c2)cc1 (configuration not stated)	0%	22%	-2	0%	i	.	-2%	29%	2%
O=C(CN1CC[C@@]2(O)CCCC[C@H]2[C@@H]1c1ccc(F)cc1)NCc1ccco1	-1%	-7%	?	0%	i	-11%	2%	-36%	3%
CC(C[N+](C)(C)C)OC(N)=O (configuration not stated)	0%	?	9	-5%	i	7%&0%&-2%	10%&19%&0%	-18%	20%

Part of the list above in a different format.
Order of values – KB-3-1 tox | SW480 rereplic | IL1B secr inh | HT1080 IDH1KD tx | ATXN viability | ATXN2 expr inh | MCF10A rereplic | HepG2 viability | HT1080-NT tox
> O=C(CN1C(=O)COc2ccccc21)NCCCN1CCOCC1
→ 24% | 3% | 15 | 9% | i | -4% | -1% | -14% | 0%
> CCn1c(SCC(=O)NCCc2ccccc2)nc2c([nH]c3ccccc32)c1=O
→ -21% | 13% | 81 | ? | ? | -12% | -2% | 16% | ?
> CCOC(=O)C1=C(N)Oc2c(oc(CO)cc2=O)C1c1ccc(Cl)cc1 (configuration not stated)
→ ? | -4% | -19 | -6% | i | -2% | 12% | -39% | 11%

Compound profiles, from the list above. Screens in order: KB-3-1 tox	SW480 rereplic	IL1B secr inh	HT1080 IDH1KD tx	ATXN viability	ATXN2 expr inh	MCF10A rereplic	HepG2 viability	HT1080-NT tox
CC(=O)c1cccc(S(=O)(=O)N(CCCO)Cc2cc3ccc(C)cc3[nH]c2=O)c1 is listed as 14%	-21%	-2	11%	i	7%	-8%	-37%	14%
Cc1ccc(N2CCCn3c2cc(C)c(C#N)c3=O)cc1Cl is listed as -1%	-7%	1	1%	i	-8%	1%	0%	-5%
Cc1cc(NC(=O)Cn2c(=O)nc(-c3ccccc3F)c3cc(Cl)ccc32)ccc1Br is listed as 3%	.	.	.	i	15%	.	-11%	.
Cc1sc(NC(=O)c2oc3ccccc3c2C)c(C#N)c1C is listed as 19%	2%	23	-8%	i	-3%	18%	1%	20%
O=C1/C(=C/c2cccnc2)SC(=S)N1CCc1ccccc1 is listed as 10%	-9%	-1	1%	i	-15%	2%	-1%	2%
